Assay outcomes deposited in PubChem BioAssay by several laboratories.
AID2073: inhibitors of Mint1-CaV2.2 protein interaction, biochemical, HTRF (AID 2073) | HTRF protein-protein interaction, Mint1-CaV2.2; higher % means a stronger effect | inhibition, % at 20 µM, or IC50 in µM where a hit was titrated | hit rate 0.19% among 290,000; in the data active = inhibition mostly above about 51%, no sharp cut-off; inconclusive = no clear call, values can overlap the other calls; inactive = mostly below about 53%; note: some results filed as inactive read as strong as hits
Rac1 GTP hydrolysis: MgcRacGAP GTPase-activating activity inhibitors, confirmation, biochemical, ADP Hunter fluorescence | inhibition, % at 30 µM, or IC50 in µM where a hit was titrated | hit rate 0.6% among 340,000 | MgcRacGAP-stimulated Rac1 GTP hydrolysis, ADP Hunter fluorescence; higher % means a stronger effect; GST-tagged Rac1 F28L mutant substrate | AID 624330;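 active = first-screen hits whose inhibition reached a set limit at any dose in the follow-up dose series; inconclusive = inhibition above the set first-screen limit but never retested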;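 note: fluorescence reports GDP produced by GAP-driven GTP hydrolysis; strong numbers were not always called active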
GPR55 activation: GPR55 agonists via beta-arrestin recruitment, primary screen, imaging, U2OS cells, beta-arrestin-GFP redistribution (AID 1961); activation, % at 10 µM; hits with a dose series show EC50 in µM; U2OS GPR55 beta-arrestin-GFP redistribution imaging; higher % means a stronger effect; hit rate 0.048% among 290,000;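 active = activation above 40% with more than 50 cells counted in the well; inconclusive = wells holding fewer than 50 cells, flagged as toxic or sparse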;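 note: U2OS osteosarcoma cells stably expressing GPR55 and beta-arrestin-GFP; plate controls were DMSO negative control for no effect and LPI positive control for full effect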
NTR1 ag: agonists of NTR1, primary screen, imaging, U2OS cells, beta-arrestin-GFP, high content (AID 493036). activation, % at 20 µM. P30989. hit rate 0.17% among 330,000. NTR1-U2OS beta-arrestin-GFP spot imaging, agonist mode;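 active = activation at or above 40% of the spot to cytoplasm intensity ratio, with at least 20 cells analyzed; inconclusive = wells under 20 cells, flagged as cytotoxic or low count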;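 note: 0% = DMSO without peptide and 100% = 100 nM NTR1 peptide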
Target sequence (P30989 whole entry, looked up): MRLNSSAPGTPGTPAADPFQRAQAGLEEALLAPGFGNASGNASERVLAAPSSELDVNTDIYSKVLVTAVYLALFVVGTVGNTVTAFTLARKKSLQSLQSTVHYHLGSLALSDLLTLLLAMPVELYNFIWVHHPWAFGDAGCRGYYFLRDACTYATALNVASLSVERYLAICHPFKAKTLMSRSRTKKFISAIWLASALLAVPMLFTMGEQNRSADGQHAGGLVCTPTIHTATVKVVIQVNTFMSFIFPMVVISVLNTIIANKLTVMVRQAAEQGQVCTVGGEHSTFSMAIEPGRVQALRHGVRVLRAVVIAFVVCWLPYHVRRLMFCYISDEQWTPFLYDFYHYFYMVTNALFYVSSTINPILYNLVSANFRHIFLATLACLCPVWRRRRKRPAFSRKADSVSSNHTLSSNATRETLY
Yfh1-depleted yeast: mitochondrial function rescue without frataxin homolog – Friedreich's ataxia, plus single-dose screen, dose response (AID 1465) | S. cerevisiae Yfh1-off respiration, WST-1 reduction, 72 h; higher fold induction means a stronger effect | fold induction at 50 µM; hits with a dose series show EC50 in µM | hit rate 0.074% among 220,000;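 active = fold induction of absorbance versus untreated yeast above a set limit, then at least 30% activation at any dose in follow-up; inconclusive = repeats straddling the limit, or above it without dose testing; inactive = fold induction below the set limit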;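 note: activators that raise dye reduction in frataxin-depleted yeast; strong numbers were not always called active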
GPR55 LPI antagonism: GPR55 antagonists blocking LPI-driven arrestin recruitment, primary screen, imaging, U2OS, beta-arrestin-GFP, LPI agonist (AID 2013) | U2OS GPR55 beta-arrestin-GFP translocation imaging, LPI antagonism; higher % means a stronger effect | inhibition, % at 10 µM, or IC50 in µM where a hit was titrated | hit rate 0.13% among 290,000;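 active = spots per cell inhibited over 60%, with over 100 cells counted and total cytoplasm intensity under 500,000; inconclusive = wells with under 100 cells, flagged as likely toxic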;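 note: U2OS cells stably carrying GPR55 and arrestin-GFP stimulated by 5 µM LPI near EC80; imaged beta-arrestin-GFP aggregate spots per cell after agonist stimulation; plate controls were LPI-stimulated DMSO wells for no effect and DMSO wells without LPI for full effect; some results filed as inactive read as strong as hits; confirmed hits need IC50 under 10 µM and bright autofluorescent wells are also inconclusive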
SV40 large T antigen: SV40 large T antigen inhibitors, biochemical (AID 1903); SV40 large T antigen ATPase/helicase inhibition assay; higher % means a stronger effect; inhibition, % at 20 µM, or IC50 in µM where a hit was titrated; hit rate 0.39% among 310,000; in the data active = a potency from the dose series; inconclusive = inhibition mostly from about 32% at the one dose, without a potency; inactive = the rest, 99 in 100 with inhibition below about 32%; note: strong numbers were not always called active
NS5 inhibitors: flavivirus cap methylation enzyme inhibition – biochemical, confirmation dose response, primary screen (AID 588689); Dengue-2 NS5 methyltransferase capping enzyme assay, biochemical; higher % means a stronger effect; inhibition, % at 25 µM, or IC50 in µM where a hit was titrated; hit rate 0.3% among 340,000; in the data active = a potency from the dose series; inconclusive = inhibition above about 29% without an active follow-up result
GPR35 antagonists: GPR35 antagonists blocking zaprinast-driven arrestin recruitment, primary screen, imaging, U2OS, beta-arrestin-GFP, zaprinast agonist (AID 2058); U2OS GPR35 beta-arrestin-GFP translocation imaging, zaprinast antagonism; higher % means a stronger effect; one-dose inhibition, % at 10 µM; IC50 in µM for titrated hits; hit rate 0.052% among 290,000;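 active = inhibition of at least 50% with at least 30 cells and total cytoplasm GFP at most 10,000,000; inconclusive = under 30 cells or total GFP of 10,000,000 plus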
NTR1 ag cell count 20 µM: also measured in NTR1 ag; calls as there; cell count; measured here: cell count, cytotoxicity flag
NS5 inhibitors pilot replicate: recorded beside NS5 inhibitors, whose call it bears; inhibition, %; measured here: pilot screen replicate inhibition
The depositor's hits bear a star.

Screening Cc1ccc(S(=O)(=O)N(C)Cc2ccc(C(=O)N/N=C/c3ccc(OC(F)F)cc3)cc2)cc1 returned AID2073 13%, Rac1 GTP hydrolysis -9%, GPR55 activation 0.1%, NTR1 ag 4.7, Yfh1-depleted yeast inactive, GPR55 LPI antagonism 0%, SV40 large T antigen 8%, NS5 inhibitors 5%, GPR35 antagonists 6% and NTR1 ag cell count 20 µM 75.
COc1ccc(CCNC(=O)c2cnn3ccccc23)c(OC)c1OC was read as AID2073 7%, Rac1 GTP hydrolysis 4%, GPR55 activation 0.2%, NTR1 ag -0.6, Yfh1-depleted yeast inactive, GPR55 LPI antagonism -5%, SV40 large T antigen 0%, NS5 inhibitors -6%, GPR35 antagonists 2% and NTR1 ag cell count 20 µM 59.
`O=C(COc1ccc(Br)cc1Cl)Nn1cnnc1` gave AID2073 8%, Rac1 GTP hydrolysis 8%, GPR55 activation -0.2%, NTR1 ag -0.6, Yfh1-depleted yeast inactive, GPR55 LPI antagonism 10%, SV40 large T antigen 5%, NS5 inhibitors -3%, GPR35 antagonists -5% and NTR1 ag cell count 20 µM 46.
Screening O=C(CN1CCN(c2ncccn2)CC1)Nc1ccccc1-n1cccc1 returned AID2073 -2%, Rac1 GTP hydrolysis 4%, GPR55 activation -0.1%, NTR1 ag 1.2, Yfh1-depleted yeast inactive, GPR55 LPI antagonism -1%, SV40 large T antigen 7%, NS5 inhibitors -8%, GPR35 antagonists -7% and NTR1 ag cell count 20 µM 40.
Screening O=C1NCCCCC1NS(=O)(=O)c1ccccc1 (stereo not drawn) returned AID2073 -3%, Rac1 GTP hydrolysis -1%, GPR55 activation 1.4%, NTR1 ag -0.5, GPR55 LPI antagonism 3%, SV40 large T antigen 4%, NS5 inhibitors -8%, GPR35 antagonists 15% and NTR1 ag cell count 20 µM 51.
Screening CC(=O)Nc1ccc(NC(=O)c2nc(S(=O)(=O)Cc3ccccc3)ncc2Cl)cc1 returned AID2073 -33%, Rac1 GTP hydrolysis 22%, GPR55 activation 0.3%, NTR1 ag -0.2, GPR55 LPI antagonism 0%, SV40 large T antigen 21%, NS5 inhibitors -50%, GPR35 antagonists 19% and NTR1 ag cell count 20 µM 75.
For Clc1ccc(CCNc2nc3ccccc3s2)cc1 the results were AID2073 0%, Rac1 GTP hydrolysis 2%, GPR55 activation -0.2%, NTR1 ag -0.3, Yfh1-depleted yeast inactive, GPR55 LPI antagonism 2%, SV40 large T antigen 10%, NS5 inhibitors 5%, GPR35 antagonists 16% and NTR1 ag cell count 20 µM 84.
`CCOC(=O)/C=C/COc1ccccc1[N+](=O)[O-]` gave AID2073 -11%, Rac1 GTP hydrolysis -3%, GPR55 activation 0.6%, NTR1 ag 0.8, Yfh1-depleted yeast inactive, GPR55 LPI antagonism 8%, SV40 large T antigen 10%, NS5 inhibitors -1%, GPR35 antagonists -1% and NTR1 ag cell count 20 µM 64.
CC(=O)/C(=N\Nc1ccc(Cl)cc1)Sc1nnc(-c2ccccc2)n1-c1ccccc1 was read as AID2073 -3%, Rac1 GTP hydrolysis 8%, GPR55 activation 0.3%, NTR1 ag 4.1, Yfh1-depleted yeast inactive, GPR55 LPI antagonism 10%, SV40 large T antigen 21%, NS5 inhibitors 1%, GPR35 antagonists -4% and NTR1 ag cell count 20 µM 35.
Screening CCOc1ccc(NCc2cccn2-c2nnc(N3CCC(C(=O)NCCCN4CCCCC4C)CC3)s2)cc1 (stereo not drawn) returned AID2073 2%, Rac1 GTP hydrolysis inconclusive, GPR55 activation 0.5%, NTR1 ag 1.7, GPR55 LPI antagonism 5%, SV40 large T antigen 20µM*, NS5 inhibitors -10%, GPR35 antagonists -4% and NTR1 ag cell count 20 µM 58.
`O=C(O)c1ccc2c(c1)[C@@H]1C=CC[C@@H]1[C@H](c1ccccn1)N2` gave Rac1 GTP hydrolysis 360µM*, NTR1 ag -0.6, Yfh1-depleted yeast inactive, NS5 inhibitors 26µM* and NTR1 ag cell count 20 µM 70.
Screening COCCn1c(SC(C(=O)Nc2cc(C)ccc2OC)c2ccccc2)nnc1-c1ccc(Cl)cc1 (stereo not drawn) returned AID2073 6%, Rac1 GTP hydrolysis 8%, GPR55 activation 0.5%, NTR1 ag 1.0, Yfh1-depleted yeast inactive, GPR55 LPI antagonism 23%, SV40 large T antigen 10%, NS5 inhibitors -1%, GPR35 antagonists -12% and NTR1 ag cell count 20 µM 73.
For CC(C)CN1CCN(Cc2cnc(-c3ccc(Cl)cc3)nc2)CC1CCO (stereo not drawn) the results were AID2073 8%, Rac1 GTP hydrolysis 14%, GPR55 activation -0.2%, NTR1 ag 0.6, Yfh1-depleted yeast inactive, GPR55 LPI antagonism 4%, SV40 large T antigen 17%, NS5 inhibitors 5%, GPR35 antagonists -4% and NTR1 ag cell count 20 µM 64.
Screening CC(C)OC(=O)Nc1ccc2c(c1)N(C(=O)CCN(C)C)c1ccccc1CC2 returned AID2073 7%, Rac1 GTP hydrolysis 13%, GPR55 activation 0.7%, NTR1 ag -0.1, GPR55 LPI antagonism 3%, SV40 large T antigen 23%, NS5 inhibitors -4%, GPR35 antagonists 9% and NTR1 ag cell count 20 µM 47.
Screening CC(C)OCCCn1c(=O)c2ccccc2n2c(CCC(=O)NC3CCN(Cc4ccccc4)CC3)nnc12 returned AID2073 17%, Rac1 GTP hydrolysis 0%, GPR55 activation -0.2%, NTR1 ag 2.4, GPR55 LPI antagonism -9%, SV40 large T antigen 7%, NS5 inhibitors -4%, GPR35 antagonists 3% and NTR1 ag cell count 20 µM 58.
`Cc1ccc(C(=O)O)cc1NC(=S)NC(=O)C(c1ccccc1)c1ccccc1` gave AID2073 3%, Rac1 GTP hydrolysis 12%, GPR55 activation 0.4%, NTR1 ag 0.0, Yfh1-depleted yeast inactive, GPR55 LPI antagonism 2%, SV40 large T antigen 21%, NS5 inhibitors -5%, GPR35 antagonists 34% and NTR1 ag cell count 20 µM 61.
For O=C(COC(=O)c1cc([N+](=O)[O-])ccc1N1CCOCC1)Nc1cccc(F)c1 the results were AID2073 -5%, Rac1 GTP hydrolysis -1%, GPR55 activation -0.1%, NTR1 ag -0.1, GPR55 LPI antagonism -12%, SV40 large T antigen -6%, NS5 inhibitors -10%, GPR35 antagonists 7% and NTR1 ag cell count 20 µM 62.
Screening Cc1nn(C)cc1CNC(=O)Nc1ccc(Cl)c(Cl)c1 returned AID2073 -2%, Rac1 GTP hydrolysis 3%, GPR55 activation -0.2%, NTR1 ag -0.5, Yfh1-depleted yeast inactive, GPR55 LPI antagonism -14%, SV40 large T antigen 5%, NS5 inhibitors -7%, GPR35 antagonists 3% and NTR1 ag cell count 20 µM 52.
Screening Cc1nc2cc(C(=O)O)ccc2n1-c1ccccc1 returned AID2073 -3%, Rac1 GTP hydrolysis 3%, GPR55 activation -0.1%, NTR1 ag -1.4, Yfh1-depleted yeast inactive, GPR55 LPI antagonism -1%, SV40 large T antigen 2%, NS5 inhibitors 1%, GPR35 antagonists 10% and NTR1 ag cell count 20 µM 94.
`N=c1c(C(=O)NC2CCCC2)cc2c(=O)n3ccccc3nc2n1CCN1CCOCC1` gave AID2073 13%, Rac1 GTP hydrolysis 6%, GPR55 activation -0.2%, NTR1 ag 0.6, Yfh1-depleted yeast inactive, GPR55 LPI antagonism 16%, SV40 large T antigen 16%, NS5 inhibitors 6%, GPR35 antagonists 9% and NTR1 ag cell count 20 µM 53.
Screening Cc1ccc(/C=N/NC(=O)c2cccc(S(=O)(=O)N3CCOCC3)c2)o1 returned AID2073 -4%, Rac1 GTP hydrolysis 8%, GPR55 activation 0.3%, NTR1 ag 1.0, Yfh1-depleted yeast inactive, GPR55 LPI antagonism 1%, SV40 large T antigen 10%, NS5 inhibitors -7%, GPR35 antagonists -2% and NTR1 ag cell count 20 µM 53.
`CCc1nnc(NC(=O)CCC(=O)N2CCN(C3c4ccccc4-c4ccccc43)CC2)s1` gave AID2073 -1%, Rac1 GTP hydrolysis -2%, GPR55 activation 0.9%, NTR1 ag -0.1, Yfh1-depleted yeast inactive, GPR55 LPI antagonism 70%, SV40 large T antigen 7%, NS5 inhibitors 2%, GPR35 antagonists -4% and NTR1 ag cell count 20 µM 43.
N#CCNC(=O)C1CC(=O)N(CCc2ccc(F)cc2)C1 (stereo not drawn) was read as AID2073 0%, Rac1 GTP hydrolysis 4%, GPR55 activation 0.3%, NTR1 ag 0.1, GPR55 LPI antagonism 8%, SV40 large T antigen 7%, NS5 inhibitors -2%, GPR35 antagonists 4%, NTR1 ag cell count 20 µM 52 and NS5 inhibitors pilot replicate -0.6.
`COc1ccc(S(=O)(=O)NC2CC(=O)N(c3cccc(F)c3)C2)cc1OC` (stereo not drawn) gave Rac1 GTP hydrolysis 7%, NTR1 ag 1.1, SV40 large T antigen 9%, NS5 inhibitors -1% and NTR1 ag cell count 20 µM 60.
CC1(C)C2CC=C(/C=N/NC(=O)c3ccccc3Br)C1C2 (stereo not drawn) was read as AID2073 7%, Rac1 GTP hydrolysis 6%, GPR55 activation -0.1%, NTR1 ag 0.1, Yfh1-depleted yeast inactive, GPR55 LPI antagonism 7%, SV40 large T antigen 15%, NS5 inhibitors -4%, GPR35 antagonists -8% and NTR1 ag cell count 20 µM 79.
`CCC(NC(=O)NCCCn1ccnc1)(C(F)(F)F)C(F)(F)F` gave AID2073 0%, Rac1 GTP hydrolysis 11%, GPR55 activation -0.2%, NTR1 ag -0.9, Yfh1-depleted yeast inactive, GPR55 LPI antagonism 3%, SV40 large T antigen 4%, NS5 inhibitors 1%, GPR35 antagonists 0% and NTR1 ag cell count 20 µM 40.
O=C(NCc1cccnc1)c1cccnc1-c1nc2ccccc2s1 was read as AID2073 -17%, Rac1 GTP hydrolysis 6%, GPR55 activation -0.2%, NTR1 ag -1.2, Yfh1-depleted yeast inactive, GPR55 LPI antagonism 0%, SV40 large T antigen 5%, NS5 inhibitors -10%, GPR35 antagonists -2%, NTR1 ag cell count 20 µM 86 and NS5 inhibitors pilot replicate 3.5.
For S=C(NC1CCCCC1)N1CCN(Cc2ccccc2Cl)CC1 the results were AID2073 1%, Rac1 GTP hydrolysis 1%, GPR55 activation 0.2%, NTR1 ag 0.0, Yfh1-depleted yeast inactive, GPR55 LPI antagonism 2%, SV40 large T antigen 14%, NS5 inhibitors -4%, GPR35 antagonists -10% and NTR1 ag cell count 20 µM 40.
